Bioassay records deposited in PubChem BioAssay by National Center for Advancing Translational Sciences (NCATS).
TRHR enhancer: qHTS for Small Molecule Agonists and Allosteric Enhancers of Human TRH Receptor: Primary Screen for Enhancers. TRHR cells, fluo-8 calcium fluorescence, EC20 TRH enhancement. enhancement, % at 2 µM. 0.66% of 360,000 active; in the data active means enhancement above about 30%; further: 0% is about no effect
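TRHR-expressing cells loaded with fluo-8 calcium dye were read kinetically (ex 480/em 530) during compound addition, then stimulated with an EC20 of TRH (10 nM final). Enhancement of the Gq-mediated intracellular calcium response was scored.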
TrxR1 substrate: qHTS Assay for Substrates of Mammalian Selenoprotein Thioredoxin Reductase 1 (TrxR1): qHTS; Thioredoxin reductase 1, cytoplasmic (Rattus norvegicus), O89049; purified TrxR1 substrate turnover, NADPH consumption readout; Potency, µM (highest dose often 114 µM), for the others: top-dose activity change, negative = substrate turnover; 0.01% of 390,000 active; further: potency means the concentration at half of the fitted maximal effect; on the % scale 0 is the no-effect control and ±100 the full control effect; nearly all actives have a fitted effect of over 50% in size
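Rat TrxR1, dispensed at 90 nM, was prereduced with 400 uM NADPH (final) for 5 min at ~22 deg C, then incubated with compound 15 min before 400 uM selenite. A first-read NADPH fluorescence drop versus no-compound background flagged substrates.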
rTrxR1 inhibitor: qHTS Assay for Inhibitors of Mammalian Selenoprotein Thioredoxin Reductase 1 (TrxR1): qHTS; recombinant rTrxR1, NADPH fluorescence consumption, selenite substrate; Potency, µM (highest dose often 114 µM), without a hit: at the highest dose activity change, negative = inhibition, usual class: inhibitors; 1% of 390,000 active; further: potency means the concentration at half of the fitted maximal effect; on the % scale 0 is the no-effect control and ±100 the full control effect; nearly all actives have a fitted effect of over 65% in size
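Rat TrxR1 (90 nM in the dispensed reagent) was pre-reduced with 400 uM NADPH for 5 min at room temperature, then incubated with compound for 15 min. After 400 uM selenite was added, NADPH fluorescence (Ex 340/Em 450 nm) was followed for 8 min.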
USP1 inh: Inhibitors of USP1/UAF1: Primary Screen. Ubiquitin carboxyl-terminal hydrolase 1 (Homo sapiens), O94782. recombinant USP1/UAF1, Ub-Rhodamine cleavage fluorescence. Potency, µM (series often up to 57.1 µM), for the others: at the top dose activity change, negative = inhibition, most hits filed as inhibitors. 0.23% of 390,000 active. AID 743255, 2014; further: potency means the concentration at half of the fitted maximal effect; on the % scale 0 is the no-effect control and ±100 the full control effect; nearly all actives have a fitted effect of over 60% in size; inactives centre near -12
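USP1/UAF1 complex (1 nM) preincubated 15 min at room temperature with compound, then Ub-Rho substrate (150 nM final) added. Kinetic fluorescence at 480/540 nm over 6 reads at 60 s intervals; 50 mM HEPES pH 7.8, 0.5 mM EDTA, 0.1 mg/ml BSA, 1 mM TCEP, 0.01% Tween-20.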
TRHR ag: qHTS for Small Molecule Agonists and Allosteric Enhancers of Human TRH Receptor: Primary Screen for Agonists. Thyrotropin-releasing hormone receptor (Homo sapiens), P34981. TRHR cells, calcium flux fluo-8, FDSS agonist mode. activation, % at 2 µM. 0.18% of 360,000 active. AID 493084, 2011; in the data active means activation above about 30%; further: 0% is about no effect
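Steps: seed TRHR cells overnight; add fluo-8 no-wash Ca dye, RT 30 min–1.5 h; record 10 s baseline; pin-transfer compounds; monitor fluorescence 1 cycle/s for the agonist window. Calcium increases flag candidate agonists.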
D2 antagonist: HTS Assay for Allosteric Antagonists of the Human D2 Dopamine Receptor: Primary Screen for Antagonists. inhibition, % at 10 µM. HEK293 TREx D2 cells, calcium flux, dopamine EC80. 2% of 340,000 active; in the data active means inhibition above about 30%; further: 0% is about no effect
Target sequence (P14416 whole entry, looked up): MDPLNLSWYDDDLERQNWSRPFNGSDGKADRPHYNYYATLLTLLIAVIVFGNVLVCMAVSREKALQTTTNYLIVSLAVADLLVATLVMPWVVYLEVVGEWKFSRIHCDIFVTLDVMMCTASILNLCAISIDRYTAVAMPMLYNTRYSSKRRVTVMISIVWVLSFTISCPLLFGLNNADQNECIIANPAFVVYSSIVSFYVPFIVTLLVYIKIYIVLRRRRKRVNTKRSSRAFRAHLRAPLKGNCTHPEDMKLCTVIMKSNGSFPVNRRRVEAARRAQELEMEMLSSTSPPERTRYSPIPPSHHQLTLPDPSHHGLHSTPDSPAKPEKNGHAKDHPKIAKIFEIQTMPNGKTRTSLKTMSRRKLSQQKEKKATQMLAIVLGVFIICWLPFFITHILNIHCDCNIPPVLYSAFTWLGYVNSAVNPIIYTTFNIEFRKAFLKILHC
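In this primary screen, negative modulation is detected by tracking calcium flux after an EC80 dopamine challenge in inducible HEK293 T-REx D2 cells preexposed to test compound for 180 s.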
PI4K2A inh: qHTS for small molecular inhibitors of PI4K2A. activity change, negative = inhibition, % at 76.9 µM. 0.13% of 420,000 active. AID 1346378, 2018. purified PI4K2A, ADP-Glo luminescence, 1 h; stronger effect = lower value. Phosphatidylinositol 4-kinase type 2-alpha (Homo sapiens), Q9BTU6; in the data active means activity change below about -50%; inconclusive means mostly about -30% to -49%;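 further: -100% = wells without enzyme as full effect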
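Compounds are screened against recombinant PI4K2A using PI as substrate and ATP, the latter dispensed at 300 microM. Reactions run one hour at ambient temperature before ADP-Glo detection; full inhibition defined by wells lacking enzyme.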
D2 ag: HTS Assay for Allosteric Agonists of the Human D2 Dopamine Receptor: Primary Screen for Agonists; 0.53% of 340,000 active; HEK293 T-REx D2 cells, calcium flux agonist mode; D(2) dopamine receptor (Homo sapiens), P14416; activation, % at 2 µM;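 active means activation over 3 SD above normal in the single-dose calcium agonist read, cut at about 30% in these data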; further: 0% is about no effect
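Tetracycline-induced HEK293 T-REx cells with force-coupled D2 receptor, plated overnight at 30 C, loaded with no-wash calcium dye. After a 10 s baseline, compound was pin-added and calcium flux read kinetically for 180 s; calcium rises flagged agonists.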
IDH1 R132H inh: qHTS for Inhibitors of mutant isocitrate dehydrogenase 1 (IDH1): qHTS. Isocitrate dehydrogenase [NADP] cytoplasmic (Homo sapiens), O75874. IDH1-R132H enzyme, NADPH consumption, diaphorase/resazurin fluorescence. Potency, µM (series often up to 76.6 µM), for inactives: top-dose activity change, negative = inhibition, usual class: inhibitors. 0.093% of 390,000 active. AID 602179, 2012; further: potency means the concentration at half of the fitted maximal effect; on the % scale 0 is the no-effect control and ±100 the full control effect; nearly all actives have a fitted effect of over 65% in size
Target sequence (O75874 whole entry R132H, stated change not applied): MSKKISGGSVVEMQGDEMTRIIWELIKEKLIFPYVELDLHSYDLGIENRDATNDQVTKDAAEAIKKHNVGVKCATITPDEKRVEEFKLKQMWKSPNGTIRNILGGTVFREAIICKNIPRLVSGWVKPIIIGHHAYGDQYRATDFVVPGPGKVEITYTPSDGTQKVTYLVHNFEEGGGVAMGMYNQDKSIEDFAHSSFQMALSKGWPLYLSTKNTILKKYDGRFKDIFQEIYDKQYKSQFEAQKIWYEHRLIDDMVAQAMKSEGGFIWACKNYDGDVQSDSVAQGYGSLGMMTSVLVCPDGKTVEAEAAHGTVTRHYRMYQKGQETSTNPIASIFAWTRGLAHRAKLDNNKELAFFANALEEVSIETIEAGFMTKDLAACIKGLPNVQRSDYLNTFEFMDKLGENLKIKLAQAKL
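IDH1-R132H (0.5 ug/mL dispensed) in pH 7.5 Tris buffer was preincubated 30 min with compound, then given a substrate mix of 0.016 mM NADPH and 2 mM alpha-KG for 80 min at room temperature; remaining NADPH was read by diaphorase/resazurin fluorescence.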
The depositor's hits bear a star; ? = inconclusive; / = not tested or not shown; [ ] = remark or other dose. Unless noted, the call rests on the fitted dose curve; in most records, active means well fitted inhibition curve with a large enough effect; inconclusive means small, poorly fitted or top-dose-only effect; inactive means no such curve, though single readings can be large or run the other way. Not a hit list, and some 3.9% of all compounds hit somewhere here.

A first look (2 entries):
Short forms: A = TRHR enhancer; B = TrxR1 substrate; C = rTrxR1 inhibitor; D = USP1 inh; E = TRHR ag; F = D2 antagonist; G = PI4K2A inh; H = D2 ag; I = IDH1 R132H inh
canonical_smiles: CC(C)(C)NC(=O)c1nc2nc(-c3ccccc3)cc(C(F)(F)F)n2n1
  A = -5; B = 69%[activator]; C = -4%; D = -3%; E = -0.3; F = 8; G = -7; H = 1.2; I = 1%

canonical_smiles: O=C(O)c1ccc(S(=O)(=O)c2ccc([N+](=O)[O-])cc2[N+](=O)[O-])cc1
  A = 8; B = -4%; C = ?; D = -10%; E = -0.1; F = 2; G = 30; H = -1.9; I = -8%

The list itself, from the start:
Short forms: A = TRHR enhancer; B = TrxR1 substrate; C = rTrxR1 inhibitor; D = USP1 inh; E = TRHR ag; F = D2 antagonist; G = PI4K2A inh; H = D2 ag; I = IDH1 R132H inh
canonical_smiles: CC(C)(C)NC(=O)c1nc2nc(-c3ccccc3)cc(C(F)(F)F)n2n1
  A = -5; B = 69%[activator]; C = -4%; D = -3%; E = -0.3; F = 8; G = -7; H = 1.2; I = 1%

canonical_smiles: O=C(O)c1ccc(S(=O)(=O)c2ccc([N+](=O)[O-])cc2[N+](=O)[O-])cc1
  A = 8; B = -4%; C = ?; D = -10%; E = -0.1; F = 2; G = 30; H = -1.9; I = -8%

canonical_smiles: COc1cccc(NC(=O)c2ccc3c(c2)N(CC(=O)N2CCOCC2)C(=O)C(C)(C)O3)c1
  A = -3; B = 3%; C = 7%; D = -17%; E = 0.1; F = -2; G = -1; H = -0.5; I = -5%

canonical_smiles: CC1CN(c2nc(-c3ccccc3)nc3ccccc23)CC(C)O1 (stereo unspecified)
  A = 1; B = 2%[57.1 µM]; C = 8%[57.1 µM]; D = -13%; E = 0.0; F = -6; G = 2; H = -0.6; I = 2%

canonical_smiles: CCCCn1nnc(NC(=S)NC(=O)c2ccc(-c3cccc(Cl)c3Cl)o2)n1
  A = -6; B = 19%[57.1 µM]; C = -18%[57.1 µM]; D = -23%; E = 0.2; F = 13; G = -8; H = -0.2; I = -2%

canonical_smiles: COC(=O)/C=C/C(=O)Nc1ccc(O)c(Cl)c1
  A = -3; B = 1%; C = -23%; D = -9%; E = -0.2; F = -3; G = 2; H = 1.6; I = -1%

canonical_smiles: COCc1cc(C)nc(SCC(=O)Nc2ccc3[nH]c(=O)[nH]c3c2)c1C#N
  A = 26; B = -1%; C = 6%; D = -5%; E = 1.0; F = -25; G = -9; H = 0.7; I = -7%

canonical_smiles: CCOC(=O)C1CCN(c2cc3c(cc2NC(=O)c2ccccc2Br)n(C)c(=O)n3C)CC1
  A = 7; B = -17%; C = -22%; D = -7%; E = -0.9; F = -19; G = -13; H = -0.4; I = -10%

canonical_smiles: Cc1ccc(-n2ncc3c(NNC(=O)Cc4ccccc4)ncnc32)cc1
  A = 1; B = -4%; C = 1%; D = -2%; E = -0.4; F = -4; G = 0; H = -0.7; I = 8%

canonical_smiles: CC(=O)Nc1ccc(SC(C)C(=O)NC(N)=O)cc1 (stereo unspecified)
  A = 1; B = 0%; C = 58%[activator]; D = -18%; E = 0.4; F = -15; G = 0; H = 0.2; I = 1%

canonical_smiles: O=C(COc1ccccc1)NCc1ccccc1
  A = 7; B = -3%; C = 8%; D = -9%; E = -0.2; F = 5; G = 0; H = -0.2; I = 0%

canonical_smiles: Cc1ccc(Cl)cc1N1CCN(S(=O)(=O)c2ccc3oc(=O)c4ncn(C)c4c3c2)CC1
  A = -3; B = -2%; C = -9%; D = -2%; E = 0.6; F = /; G = -4; H = -0.2; I = -19%

canonical_smiles: CCOC(=O)c1sc(NC(=O)C2CCC2)cc1C
  A = -3; B = 2%; C = 27%; D = -16%; E = -0.4; F = -1; G = -5; H = 0.3; I = 12%

canonical_smiles: CCn1cc(C2=NC(CC(C)C)CO2)c2ccccc21 (stereo unspecified)
  A = -1; B = 5%; C = 17%; D = -24%; E = -0.5; F = -14; G = -2; H = -1.0; I = 14%

canonical_smiles: Cc1ccccc1CCNC(=O)CCn1ccc2cc(S(=O)(=O)N3CCCC3)ccc21
  A = 3; B = 4%; C = 9%; D = -17%; E = -0.2; F = -2; G = 0; H = 0.2; I = -10%

canonical_smiles: COC(=O)/C=C/COc1ccccc1[N+](=O)[O-]
  A = 2; B = 2%; C = 4%; D = -14%; E = -0.1; F = 10; G = 1; H = -1.0; I = 17%

canonical_smiles: CC(C)Cc1nc(N2CCC(C(N)=O)CC2)c2nnn(Cc3ccccc3)c2n1
  A = 9; B = 7%; C = 24%; D = 1%; E = -0.4; F = /; G = -7; H = /; I = 4%

canonical_smiles: COc1cccc(-c2nn3c(-c4ccccn4)nnc3s2)c1
  A = 1; B = -6%; C = 2%; D = -8%; E = -0.9; F = 1; G = -4; H = 1.2; I = -1%

canonical_smiles: CCC(C)NCCCOc1cc(Cl)ccc1Cl (stereo unspecified)
  A = -3; B = 2%[57.1 µM]; C = 12%[57.1 µM]; D = 5%; E = 1.0; F = 80*; G = 12; H = 0.5; I = -2%

canonical_smiles: CCOc1ccc(NC(=O)Cn2c(=O)n(Cc3nc(-c4ccccc4)no3)c(=O)c3ccccc32)cc1
  A = 2; B = 16%; C = 39%[activator]; D = 13%; E = 0.2; F = /; G = -2; H = 0.8; I = 14%

canonical_smiles: CCCNC(=O)c1cc2c3ccccc3n(C)c2s1
  A = -1; B = 10%; C = -2%; D = -30%; E = 0.9; F = 15; G = 1; H = -1.2; I = 12%

canonical_smiles: O=C(NC1CCCCC1)C(c1ccccc1)N1CCCC1 (stereo unspecified)
  A = -4; B = -4%; C = 1%; D = -1%; E = 1.9; F = -12; G = 4; H = 3.4; I = 8%

Arranged by value in TRHR enhancer (ascending): six from the list above.
compound | TRHR enhancer
O=C(NC1CCCCC1)C(c1ccccc1)N1CCCC1 (stereo unspecified) | -4
COC(=O)/C=C/C(=O)Nc1ccc(O)c(Cl)c1 | -3
COC(=O)/C=C/COc1ccccc1[N+](=O)[O-] | 2
Cc1ccccc1CCNC(=O)CCn1ccc2cc(S(=O)(=O)N3CCCC3)ccc21 | 3
O=C(COc1ccccc1)NCc1ccccc1 | 7
O=C(O)c1ccc(S(=O)(=O)c2ccc([N+](=O)[O-])cc2[N+](=O)[O-])cc1 | 8
